Nrf2 ARE act – qHTS of Nrf2 Activators | Potency, µM (top dose mostly 46.1 µM), for the others: top-dose activation, usual class: activators | 410,000 compounds, 0.31% hits | AREc32 ARE-luciferase reporter (MCF7-derived line), luminescence, 24 h | AID 624171, 2012; note: potency is the fitted concentration of half-maximal effect; % of control where 0% means no effect; nearly all actives have a fitted effect of over 65% in size
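ARE-driven firefly luciferase activity in AREc32 cells measured after a 24 hr compound exposure at 37 deg C, using Steady-Glo reagent and a 30 min room-temperature hold.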
IL-1B inflam inh – qHTS for Inhibitors of Inflammasome Signaling: IL-1-beta AlphaLISA Primary Screen; AID 743279, 2014; 360,000 compounds, 4.7% hits; activity change, % at 57.5 µM; THP-1 LPS/ATP IL-1B secretion, AlphaLISA, 16 h; active compounds read low; in the data active = activity change below about -50%; inconclusive = mostly about -30% to -49%; note: % is set by controls: 0 for no effect and ±100 for the full control effect
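THP-1 cells pretreated 1 hr with compounds (up to 57.5 uM final), then stimulated with LPS (250 ng/mL final) plus ATP (1.25 mM final); secreted IL-1B measured by AlphaLISA after 16 hr, decreased signal indicating inhibition.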
S2 tox – Viability Counterscreen for Primary qHTS for Inhibitors of ATXN expression. S2 cells (HEK-293 line with an ATXN2-luciferase reporter) viability, CellTiter-Fluor protease fluorescence, 24 h. Potency, µM (titrated, usually from 56.7 µM), most hits filed as cytotoxic. 400,000 compounds, 0.49% hits. AID 651635, 2014; note: potency is the fitted concentration of half-maximal effect; nearly all actives have a fitted effect of over 40% in size
MCF10A rereplic – A quantitative high throughput screen for small molecules that induce DNA re-replication in MCF 10a normal breast cells; MCF 10A DNA re-replication, Hoechst nuclear intensity, 48 h; Potency, µM (top dose mostly 46.1 µM), for the others: top-dose activity, positive = re-replication, most hits filed as activators; 350,000 compounds, 2.9% hits; note: potency is the fitted concentration of half-maximal effect; % of control where 0% means no effect; nearly all actives have a fitted effect of over 50% in size
ATXN2 expr inh – Primary qHTS for Inhibitors of ATXN expression | HEK-293 ATXN2-luciferase reporter, luminescence, 24 h | AID 1745845, 2022 | 360,000 compounds, 0.72% hits | Potency, µM (series often up to 57 µM), without a hit: at the top dose activity change, negative = inhibition, most hits filed as inhibitors; note: potency is the fitted concentration of half-maximal effect; % is set by controls: 0 for no effect and ±100 for the full control effect; nearly all actives have a fitted effect of over 55% in size
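ATXN2-luciferase reporter cells (luciferase flanked by upstream and downstream ATXN2 gene portions) were treated 24 h at 37 °C with compounds at up to 57 uM. SteadyGlo luminescence gave expression; GF-AFC fluorescence gave viability.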
An asterisk follows results filed as active; i = inactive; ? = inconclusive; . = no result given; & = joins results of further samples; ! = a repeat was not active; [ ] = dose if it differs, or a comment. Unless noted, calls come from the whole dose curve; as a rule, active = well fitted curve in the direction sought with a large enough effect; inconclusive = small, poorly fitted or top-dose-only effect, or another doubt; inactive = no such curve, though single readings can be large; an effect the other way counts as inactive or inconclusive. This is a subset (hit frequency here may not be typical).

SMILES	Nrf2 ARE act	IL-1B inflam inh	S2 tox	MCF10A rereplic	ATXN2 expr inh
COc1ccnc(CS(=O)c2nc3ccc(OC(F)F)cc3[nH]2)c1OC (centres undefined)	.	.	i	11%	8%&9%
CCN1CCCC1=O	.	.	i	8%	10%
Cc1c(F)c(N2CCNC(C)C2)cc2c1c(=O)c(C(=O)O)cn2C1CC1 (centres undefined)	.	.	i	11%	10%
C[C@H]1C[C@@H]2[C@@H]([C@@H](O)C[C@@]3(C)[C@H]2CC[C@]3(O)C(=O)CO)[C@@]2(C)C=CC(=O)C=C12	.	.	i	-2%[20.6 µM]	-3%
Cc1cc(CC(=O)O)c(C)n1-c1ccc(Cl)cc1	.	.	i	-2%	-2%
COc1cc(NS(=O)(=O)c2ccc(N)cc2)ncn1	.	.	i	0%[20.6 µM]	-4%
CCOC(CN1CCN(CC(C)C(=O)c2ccccc2)CC1)c1ccccc1 (centres undefined)	.	.	i	25%	-5%[25.6 µM]
CCCCOCCOCCOCc1cc2c(cc1CCC)OCO2	.	.	i	1%	-10%
Cc1ncc(CO)c(C=O)c1O	.	.	i	-1%	5%
O=P(O)(O)C(O)(Cc1cccnc1)P(=O)(O)O	.	.	i	-8%	8%&8%
O=C1c2cccc(O)c2C(=O)c2c(O)cccc21	.	.	i	1%&1%	-9%
CO[C@]12C[C@@H](COC(=O)c3cncc(Br)c3)CN(C)[C@@H]1Cc1cn(C)c3cccc2c13	.	.	i	1%[9.22 µM]	-2%
COc1ccccc1N1CCN(CCCCNC(=O)c2ccc(-c3ccc(C(C)=O)cc3)cc2)CC1	.	.	i	13%	-15%
CCC(C)(Oc1ccc(C2(c3ccc(OC(C)(CC)C(=O)O)cc3)CCCCC2)cc1)C(=O)O (centres undefined)	.	.	i	0%	7%
COc1ccc(NS(=O)(=O)c2ccc(N)cc2)nn1	.	.	i	3%	0%
CC(CN(C)C)C(C)(O)Cc1ccc(Cl)cc1 (centres undefined)	.	.	i	6%	-2%
CCOC(=O)c1cnc2c(cnn2CC)c1NN=C(C)C	.	.	i	?	2%
CC(S)C(=O)NCC(=O)O (centres undefined)	.	.	i	-5%	2%&-1%
OCCN1CCN(CCCN2c3ccccc3C=Cc3ccccc32)CC1	.	.	?	11%	-26%
COc1cc2c(Nc3ccc(Br)cc3F)ncnc2cc1OCC1CCN(C)CC1	.	.	i	27µM*	31µM*!
O=C(O)C(Cc1cc(I)c(O)c(I)c1)c1ccccc1 (centres undefined)	.	.	i	?	-2%
Cc1c2oc3c(C)ccc(C(=O)N[C@@H]4C(=O)N[C@H](C(C)C)C(=O)N5CCC[C@H]5C(=O)N(C)CC(=O)N(C)[C@@H](C(C)C)C(=O)O[C@@H]4C)c3nc-2c(C(=O)N[C@@H]2C(=O)N[C@H](C(C)C)C(=O)N3CCC[C@H]3C(=O)N(C)CC(=O)N(C)[C@@H](C(C)C)C(=O)O[C@@H]2C)c(N)c1=O	.	.	?	-12%	1µM*
Cc1cc(OI)c(C(C)C)cc1-c1cc(C(C)C)c(OI)cc1C	.	.	i	2%	4%
CCCN(CCc1cccs1)[C@H]1CCc2c(O)cccc2C1	.	.	i	5%	-7%
CC(C)(C)NCC(O)COc1ccc(NC(=O)NC2CCCCC2)cc1 (centres undefined)	.	.	i	7%	45%[activator]

(continued)
SMILES	Nrf2 ARE act	IL-1B inflam inh	S2 tox	MCF10A rereplic	ATXN2 expr inh
FC(F)(F)C(F)(F)C(F)(F)C(F)(F)C(F)(F)C(F)(F)C(F)(F)C(F)(F)Br	.	.	i	0%	18%
O=C(OCc1ccccc1)c1ccc(O)cc1	.	.	i	0%	68%[activator]
CC(C)(C)C(=O)Oc1ccc(S(=O)(=O)Nc2ccccc2C(=O)NCC(=O)O)cc1	.	.	i	-2%	-4%&-1%
O=C(NC(Cc1cc(=O)[nH]c2ccccc12)C(=O)O)c1ccc(Cl)cc1 (centres undefined)	.	.	i	0%	19%&5%
CC(C)(C)NCC(O)c1ccc(O)c(CO)c1 (centres undefined)	.	.	i	-7%[9.22 µM]	-3%&4%
C=CCCCCCCCCC(=O)O	.	.	i	-2%	3%
CCCCN=C(N)N=C(N)N	.	.	i	0%	2%
CCCCCCCCCCCCCCCCN	.	.	i	3%	11%
CCOc1cc(NC(C)=O)ccc1C(=O)OC	.	.	i	-7%	13%
COc1cccc(N(C)C(=S)Oc2ccc3c(c2)CCCC3)n1	.	.	i	13%	-24%&-21%
CCCCNC(=O)NS(=O)(=O)c1ccc(N)cc1	.	.	i	3%	11%
Cc1cnc(C(=O)O)c[n+]1[O-]	.	.	i	1%	-1%
CCc1ccc(C(=O)C(C)CN2CCCCC2)cc1 (centres undefined)	.	.	i	9%	-5%
CC[C@H](c1ccc(O)cc1)[C@@H](CC)c1ccc(O)cc1	.	.	?	11µM*	?
O=C(O)CCC(=O)O	.	.	i	-5%	-4%
O=C(O)Cc1csc(-c2ccc(Cl)cc2)n1	.	.	i	0%	4%
Nc1ccc(C(=O)Oc2ccccc2)c(O)c1	.	.	i	16%	55%[activator]
CCOC(=O)OC(C)OC1=C(C(=O)Nc2ccccn2)N(C)S(=O)(=O)c2ccccc21 (centres undefined)	.	.	i	16%	15%
CC(=O)Oc1ccc(C)cc1	.	.	i	2%	23%
Nc1cccc2c1CN(C1CCC(=O)NC1=O)C2=O (centres undefined)	.	.	i	4%	2%
O=C(CN1CCN(Cc2ccc3c(c2)OCO3)CC1)N1c2ccccc2Sc2ccccc21	.	.	i	?	5%
Cc1c(C)c2c(c(C)c1O)CCC(C)(COc1ccc(CC3SC(=O)NC3=O)cc1)O2 (centres undefined)	.	.	i	?	-9%&3%
CC(=O)CCC(=O)O	.	.	i	4%	13%
CC1=C(C)C(=O)C(C(CCCCCC(=O)O)c2ccccc2)=C(C)C1=O (centres undefined)	.	.	i	-2%	-8%&5%
O=C(O)COc1nn(Cc2ccccc2)c2ccccc12	.	.	i	0%	0%

Remaining list, next part
SMILES	Nrf2 ARE act	IL-1B inflam inh	S2 tox	MCF10A rereplic	ATXN2 expr inh
CN1CCN(C2=Nc3cc(F)ccc3Cc3ccccc32)CC1	.	.	i	1%	-14%
CCC(=O)Nc1ccc(O)cc1	.	.	i	15%	16%
CC(=O)Nc1c(I)cc(I)c(C(=O)O)c1I	.	.	i	2%	1%
C[C@H]1COc2c(C3(N)CC3)c(F)cc3c(=O)c(C(=O)O)cn1c23	.	.	i	16%	10%
CCCCc1ncc(/C=C(\Cc2cccs2)C(=O)O)n1Cc1ccc(C(=O)O)cc1	.	.	i	-1%	12%
NC(N)=NCCN1CCCCCCC1	.	.	i[0.575 µM]	-6%[20.6 µM]	18%[0.709 µM]
CC(CSC(=O)c1ccccc1)C(=O)N1C[C@@H](Sc2ccccc2)C[C@H]1C(=O)O (some centres undefined)	.	.	i	3%	9%[25.6 µM]
O=C(O)Cn1c(C(=O)Nc2nc(-c3ccccc3Cl)cs2)cc2ccccc21	.	.	i	?	3%
O=C(/C=C/c1ccccc1)OCc1ccccc1	.	.	i	1%	42%[activator]
O=C(O)c1ccccc1-c1ccc(C(F)(F)F)cc1	.	.	i	1%	5%
COc1cc(O)cc(O)c1	.	.	i	-3%	9%
COc1cc2c3cc1Oc1cc(ccc1O)C[C@@H]1c4c(cc(OC)c(O)c4Oc4ccc(cc4)C[C@@H]3N(C)CC2)CC[N+]1(C)C	.	.	i	-5%	8%
COC(=O)[C@@H]1CC2=CC(=O)CC[C@]2(C)[C@@]23O[C@@H]2C[C@@]2(C)[C@@H](CC[C@@]24CCC(=O)O4)[C@H]13	.	.	i	1%	13%
Nc1nc2c(ncn2CCC(CO)CO)c(=O)[nH]1	.	.	i	20%	-2%
Oc1ccccc1C=NCc1ccccc1	.	.	i	12%	12%
CCCc1c(-c2ccccc2Br)ncn1Cc1ccccc1OC	0.2%	1	.	.	?
CC(C)C[C@@H](COCc1ccc(Cl)cc1)N1CCN(C(=O)c2ccc(C(F)(F)F)cc2)CCC1=O	-0.6%	?	.	.	?
CCCCCCCCN1C(=O)[C@H](CC(=O)NCc2cccs2)C[C@@]2(C(=O)OCC)CCCC=C12	-0.7%	-62*	.	.	?
CCCCc1c(-c2ccccc2OC)ncn1CCc1cccc(Cl)c1	-0.5%	-25	.	.	0%
COC(=O)[C@]12CCCCC=C1N(CCC1=CCCCC1)C(=O)[C@H](CC(=O)NCc1cccc3ccccc13)C2	-0.4%	-9	.	.	0%
CCCCCCSc1ccc(-c2nc3cnccn3c2NC2CCCCC2)cc1	0.3%	14	.	.	0%
CCCCc1c(-c2ccccc2OC)ncn1Cc1ccc(-c2ccccc2)cc1	-3.2%	?	.	.	25µM*
COc1ccccc1CCn1cnc(-c2ccc(Br)cc2)c1C(C)C	-1.6%	0	.	.	?
CC(C)=CCC[C@H](C)C[C@@H]1Cc2[nH]c(=S)[nH]c(=O)c2[C@@H](c2ccc(F)cc2)O1	-0.6%	86	.	.	?
CCOC(=O)[C@]12Cc3c(cc(OC)c(OC)c3OC)[C@H]1N(CCC(=O)OC)C(=O)c1cc(OC)ccc12	-3.5%	-116*	.	.	?

(continued)
SMILES	Nrf2 ARE act	IL-1B inflam inh	S2 tox	MCF10A rereplic	ATXN2 expr inh
CCCCCCCCN1C(=O)[C@H](CC(=O)NCCC(C)C)C[C@@]2(C(=O)OCC)CCCC=C12	3.0%	?	.	.	?
CCCCc1c(-c2cccc(OC)c2)ncn1CCc1ccccc1OC	-3.1%	-96*	.	.	22µM*
CCCCC[C@H](C)N1C[C@H](COCc2ccccc2)Oc2cc(N3CCC[C@H]3CO)ccc2S1(=O)=O	-0.8%	-55*	.	.	?
Cc1ccc(-c2nc3ccc(C)cn3c2Cc2cccc(F)c2)cc1	-0.4%	-24	.	.	?
Nc1[nH]c(C(=O)c2ccccc2)c(-c2ccc(F)cc2)c1C(=O)NCCc1c[nH]c2ccccc12	-0.7%	?	.	.	?
C[C@H](c1ccccc1)N1C[C@@H](COCc2ccccc2)Oc2cc(N3CC[C@H](N(C)C)C3)ccc2S1(=O)=O	8.3%	14	.	.	-10%
COC(=O)[C@@]1(Cc2ccc(F)cc2)[C@H]2c3cc(C(=O)N(C)C)n(Cc4ccc(C)o4)c3C[C@H]2CN1C(=O)c1ccccc1	1.0%	-24	.	.	?
